Source: PubChem BioAssay
MrgX1 PAM – allosterically activates human MrgX1 receptor signaling | MrgX1-HEK293, Fluo-4 calcium flux, FDSS; hits give high values | 0.63% of 310,000 active | AID 588675 | B-score at 10 µM;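 active = plate-corrected calcium response at least 3 library SD above typical, normal starting fluorescence, not activating the receptor alone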;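 also: compound read alongside a low EC10 to EC30 dose of BAM8-22 agonist; peak minus trough fluorescence over baseline measured at the second addition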
Target sequence (Q96LB2 whole entry, looked up): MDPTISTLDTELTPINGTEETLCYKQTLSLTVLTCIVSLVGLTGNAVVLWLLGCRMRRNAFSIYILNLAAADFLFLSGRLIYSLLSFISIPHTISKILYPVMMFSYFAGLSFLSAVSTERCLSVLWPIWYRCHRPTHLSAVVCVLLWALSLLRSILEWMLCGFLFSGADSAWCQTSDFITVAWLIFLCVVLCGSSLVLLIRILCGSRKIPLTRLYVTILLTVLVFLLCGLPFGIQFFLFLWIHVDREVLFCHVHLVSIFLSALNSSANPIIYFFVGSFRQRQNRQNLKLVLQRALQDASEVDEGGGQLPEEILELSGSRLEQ
TRPC6 inhibitor – blocks the mouse TRPC6 cation channel; Q61143; HEK293-TRPC6, membrane potential dye, ACh-evoked depolarization; hits give low values; B-score at 10 µM; 1.1% of 310,000 active; AID 2553;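 active = B-score under library mean minus 3 SD, initial fluorescence not abnormally high, positive integrated signal ratio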;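 also: B-score derived from integrated fluorescence ratio over the kinetic read; more negative B-score means stronger inhibition of depolarization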
AI-2 QS mod – modulates the Vibrio harveyi AI-2 quorum sensing system; activity change, % at 7.5 µM; 0.4% of 300,000 active; AID 2094; Vibrio harveyi JMH597 AI-2 luminescence/OD600 ratio, 9 h; hits give low values; strain lacks LuxN and CqsS sensors; 0 = neutral-control median; in the data active = activity change below about -75%, passing the limit was not always enough;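 also: luminescence divided by OD600 gain over 9 h not by final OD600 alone; inactives centre near 13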
TRPC4 inh – blocks the mouse TRPC4 cation channel; B-score at 10 µM; AID 2247; Q9QUQ5; HEK293 TRPC4beta/mu-opioid, DAMGO-evoked Fluo4 calcium flux; hits give low values; 0.39% of 300,000 active;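 active = B-score over 3 SD under the library average, no early fluorescence shift, positive overall ratio signal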
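Assay system – HEK293 line stably carrying TRPC4beta and mu-opioid receptor · Doses – single dose · Detection – Fluo4 calcium-dye fluorescence, kinetic read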
PolyA inh – inhibitors of polyadenylation in S. cerevisiae; S. cerevisiae SKY197-pL101 polyadenylation reporter, beta-gal luminescence; efflux-impaired pdr1/pdr3 knockout yeast; score 100 = 6 SD above DMSO; calls only at 12 µM; 0.02% of 300,000 active;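 active = lowest replicate activity score at least 50, where 100 means six control SD above control mean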;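 also: yeast exposed to compound for 9 h at 30 °C; higher score means more reporter readthrough which indicates perturbed polyadenylation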
MrgX1 agonist – human MrgX1 receptor agonism, primary screen | Q96LB2 | MrgX1-HEK293 cells, Fluo-4 calcium fluorescence, agonist mode; hits give high values | B-score at 10 µM | 0.44% of 310,000 active;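 active = calcium response B-score plate-corrected fluorescence ratio at least 3 library SD, with starting fluorescence B-score inside 5 SD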
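Assay system: stable human MrgX1 HEK293 cell line. Quantity: 15,000 cells per well. Schedule: cells plated overnight, dye loaded 0.5 h 37 °C, 0.5 h room temperature. Detection: Fluo-4 NW calcium-flux fluorescence, kinetic read. Read-out basis: peak-minus-minimum fluorescence over baseline, converted to B scores. Control set: positive and negative control wells on each plate.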
HIF act – HIF pathway transcriptional activation; 0.32% of 300,000 active; AID 1910; activation, % at 7.5 µM (by protocol); U2OS HRE-luciferase reporter, luminescence; normalized: DMSO 0%, desferrioxamine 100%;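 active = mean activation of at least 10% of the iron chelator positive control signal, with at least half of replicates also reaching 10%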
MrgX1 antag – blocks BAM8-22 activation of human MrgX1 receptor. Q96LB2. 1.3% of 310,000 active. B-score at 10 µM. AID 588676. MRGX1-HEK293 calcium flux, Fluo-4, BAM8-22 antagonism; hits give low values;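 active = calcium-response B-score plate-corrected more than 3 library SD below zero, starting fluorescence within 5 deviations, no agonist response on first addition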;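 also: peak minus trough fluorescence over baseline after final BAM8-22 challenge near maximal dose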
TRPC4 agonist – opens the mouse TRPC4 cation channel | HEK293 TRPC4beta/mu-opioid, Fluo4 calcium fluorescence; hits give high values | AID 2237 | Q9QUQ5 | 0.49% of 310,000 active | B-score at 10 µM;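 active = B-score above 5 SD of library B-scores, and initial fluorescence ratio not above library mean plus 5 SD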;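 also: positive B-score marks a calcium rise read as TRPC4 activation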
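Assay system – TRPC4beta and mu-opioid receptor HEK293 stable cells · Measured by – Fluo4 fluorescence, kinetic · Schedule – dye loading 45 min room temperature, 110 s kinetic read · Read-out – B-scored integrated calcium fluorescence ratio · Controls – buffer and maximal DAMGO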
TRPC6 act – activators of mouse TRPC6 channel | 0.13% of 310,000 active | HEK293-TRPC6 membrane potential dye fluorescence; hits give high values | B-score at 10 µM | Q61143;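 active = B-score of the integrated fluorescence ratio above library mean plus 3 SD, and starting fluorescence ratio within library mean plus 5 SD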;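 also: higher score means more depolarization so channel activation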
TRPC4 potent – TRPC4 (mouse) allosteric potentiation. Q9QUQ5. HEK293 TRPC4beta/mu-opioid, DAMGO EC20, Fluo-4 Ca2+ flux; hits give high values. B-score at 10 µM. 0.42% of 310,000 active;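 active = B-score of calcium response area above 5 SD of library B-scores, with initial fluorescence ratio within 5 SD of library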;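 also: B-score of integrated fluorescence ratio over time as area under calcium response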
Numbers without * were called inactive; i = inactive; · = not tested or not shown.

Results follow in this order: MrgX1 PAM, TRPC6 inhibitor, AI-2 QS mod, TRPC4 inh, PolyA inh, MrgX1 agonist, HIF act, MrgX1 antag, TRPC4 agonist, TRPC6 act, TRPC4 potent
O=C(Cc1nnc(NC(=O)c2ccccc2)s1)N/N=C/c1ccco1
→ i, i, 21, i, i, i, -0.7, i, i, i, i
CN(C)C(=O)CN1C(=O)c2cccc3cccc1c23
→ i, i, 23, i, i, i, -34, i, i, i, i
CCCn1ncc(CN2CCC(Cc3cccc(F)c3)(C(=O)OCC)CC2)c1C
→ i, i, 12, i, i, i, 0.0, i, i, i, i
Cc1ccc(OCC(=O)NC(=S)Nc2cccc(NC(=O)c3ccc(Cl)cc3Cl)c2)cc1
→ i, i, 24, i, i, i, -0.6, i, i, i, i
COc1ccc(CCNC(=O)C2CC=CCC2C(=O)O)cc1 (stereo not given)
→ i, i, 15, i, i, i, -0.4, i, i, i, 12*
C[N+]1(CCOS(=O)C23CC4CC(CC(C4)C2)C3)CCOCC1 (stereo not given)
→ i, i, 20, i, i, i, -1.1, i, i, i, i
Cc1nc(C(=O)NC2CCCCC2)sc1C1(C)CC(c2cccnc2)=NO1 (stereo not given)
→ i, i, 25, i, i, i, -0.9, i, i, i, i
CCCNC(=O)c1ccccc1NC(=O)Nc1ccccc1C
→ i, ·, 18, ·, i, i, -0.7, i, ·, ·, ·
Cc1ccc(OCCNC(=O)/C=C/c2ccccc2)cc1C
→ i, i, 0, i, i, i, 0.0, i, i, i, i
CC(=O)Nc1ccc(C)c(NC(=S)Nc2ccc(F)cc2)c1
→ i, i, 10, i, i, i, 1.1, i, i, i, i
COc1ccc(-n2cccc2/C=C2/NC(=O)N(c3cccc(Cl)c3)C2=O)cc1
→ i, i, 34, i, i, i, 2.9, i, i, i, i
O=[N+]([O-])c1cccc(-c2cc3ccccc3[nH]2)c1
→ i, i, 12, i, i, i, 1.5, i, i, i, i
COc1cc(/C=N\NC(=O)c2ccccc2F)ccc1Oc1ccc([N+](=O)[O-])cn1
→ i, i, 18, i, i, i, 0.2, i, i, i, i
CC(C)(C)C(=O)Nc1ccc(C(=O)N/N=C/c2ccccc2OC(=O)c2ccc(Cl)cc2Cl)cc1
→ i, i, 11, i, i, i, -0.3, i, i, i, i
COc1cccc(OC)c1C(=O)OCC(=O)N(C)c1ccccc1
→ i, i, 22, i, i, i, 0.4, i, i, i, i

Results follow in this order: MrgX1 PAM, TRPC6 inhibitor, AI-2 QS mod, TRPC4 inh, PolyA inh, MrgX1 agonist, HIF act, MrgX1 antag, TRPC4 agonist, TRPC6 act, TRPC4 potent
O=C(NOC(=O)c1cc(Br)ccc1Cl)c1cccs1
→ i, i, 27, i, i, i, -40, i, i, i, i
O=C(N/N=C/c1cc(Br)c(Br)o1)c1cc2ccccc2o1
→ i, i, 34, i, i, i, 2.0, i, i, i, i
COc1ccccc1C(=O)NC(C)C(c1cccs1)N1CCN(C)CC1 (stereo not given)
→ i, i, 24, i, i, i, 0.2, i, i, i, i
COc1ccc(NC(=O)CN2CCN(CC(=O)Nc3ccccc3Cl)CC2)c(OC)c1
→ i, i, 42, i, i, i, 0.3, i, i, i, i
C=CCN(CC=C)C(=O)c1cc(Cl)ccc1[N+](=O)[O-]
→ i, i, 15, i, i, i, -0.6, i, i, i, i
S=C(NCc1ccco1)N1CCOCC1
→ i, i, 22, i, i, i, -0.8, i, i, i, i
O=C(Nc1nccs1)c1ccc[nH]c1=O
→ i, i, 14, i, i, i, 2.0, i, i, i, i
CC(C)(C)C1CCC(C(=O)OCC(=O)Nc2ccc3[nH]c(=O)[nH]c3c2)CC1 (stereo not given)
→ i, i, 25, i, i, i, -0.2, i, i, i, i
O=C(CN(C(=O)c1csnn1)c1cccc(F)c1)NCc1ccc(F)cc1
→ i, i, -4, i, i, i, 1.2, i, i, i, i
O=S(=O)(Nc1ccc(Br)cc1)c1cccc(NC(=S)NCCN2CCOCC2)c1
→ i, i, 21, i, i, i, -0.7, i, i, i, i
N#CCC(=O)NCCCOC(=O)Nc1ccc(Cl)c(Cl)c1
→ i, i, 24, i, i, i, -0.2, i, i, i, i
CCNc1nc(N2CCCCC2)nc(-n2nnc(C(=O)OCC)c2C)n1
→ i, i, 39, i, i, i, -0.4, i, i, 12*, i
C=C(C)CSC1=C(C#N)C(c2ccccc2Cl)CC(=O)N1 (stereo not given)
→ ·, i, 17, i, i, ·, -0.4, ·, i, i, i
COC(=O)c1oc2ccccc2c1NC(=O)c1ccccc1O
→ i, i, 10, i, i, i, 0.6, i, i, i, i
O=C(Nc1ccn(Cc2ccc(Cl)cc2)n1)c1ccccc1
→ i, i, -87*, i, i, i, 4.5, i, i, i, i

Results follow in this order: MrgX1 PAM, TRPC6 inhibitor, AI-2 QS mod, TRPC4 inh, PolyA inh, MrgX1 agonist, HIF act, MrgX1 antag, TRPC4 agonist, TRPC6 act, TRPC4 potent
Cc1ccc(S(=O)(=O)N(C)C)cc1NC(=O)COC(=O)COc1ccccc1[N+](=O)[O-]
→ i, i, 14, i, i, i, -1.0, i, i, i, i
CCOC(=O)c1[nH]c(C)c(C(=O)OC)c1C
→ i, i, 19, i, i, i, 1.0, i, i, i, i
COCC(=O)Nc1ccc(F)cc1
→ i, i, 5, i, i, i, -0.3, i, i, i, i
CCc1c(-c2n[nH]c(=S)n2Cc2ccccc2)csc1C
→ i, i, -24, i, i, i, 0.1, i, i, i, i
CN(CC(=O)NCCc1ccc(F)cc1)Cc1cccc(Cl)c1
→ i, i, 46, i, i, i, 0.0, i, i, i, i
CC1=NN(c2ccccc2)C(=O)/C1=C\c1cn(C)c2ccccc12
→ i, i, -4, i, i, i, 0.8, i, i, i, i
O=C(NCCc1ccc(Cl)cc1)c1ccc(=O)[nH]c1
→ i, i, ·, i, i, i, 0.4, i, i, i, i
O=S(=O)(Nc1nc2ccccc2s1)c1cnc(Cl)c(Br)c1
→ i, i, -1, i, i, i, 0.3, i, i, i, i
O=C(Nc1ccc(S(=O)(=O)NCC2CCCO2)cc1)C1CC(=O)N(c2ccccc2)C1 (stereo not given)
→ i, i, 18, i, i, i, -0.7, i, i, i, i
CC1COC2C(O1)N(S(C)(=O)=O)CCN2S(C)(=O)=O (stereo not given)
→ i, i, 14, i, i, i, ·, i, i, i, i
O=C(O)CCSc1nc2ccccc2n1CCOc1ccccc1
→ i, i, -1, i, i, i, ·, i, i, i, i
CCC(=O)N1CCN(c2ccccc2NC(=O)COc2cccc(C)c2C)CC1
→ i, i, 8, i, i, i, 0.0, i, i, i, i
CN(C)C(=O)c1cccn(Cc2ccc(C(F)(F)F)cc2)c1=O
→ i, i, 11, i, i, i, 0.1, i, i, i, i
COc1cccc(CC(=O)Nc2ccccc2C(=O)N2CCOCC2)c1
→ i, i, 4, i, i, i, 0.9, i, i, i, i
CCCn1ncc2c(Nc3ccc(C)c(C)c3)ncnc21
→ i, i, ·, i, i, i, 4.6, i, i, i, i

Results follow in this order: MrgX1 PAM, TRPC6 inhibitor, AI-2 QS mod, TRPC4 inh, PolyA inh, MrgX1 agonist, HIF act, MrgX1 antag, TRPC4 agonist, TRPC6 act, TRPC4 potent
CCS(=O)(=O)N1CCC(C(=O)NCc2ccc(F)cc2Cl)CC1
→ i, i, 22, i, i, i, 0.0, i, i, i, i
COC(=O)CCN(c1ccccc1)S(=O)(=O)c1cc(-c2cc(C)no2)ccc1OC
→ i, i, 18, i, i, i, -0.5, i, i, i, i
O=C(CCn1nc(-c2ccccc2)ccc1=O)N1CCN(c2ccccn2)CC1
→ i, i, 13, i, i, i, 0.4, i, i, i, i
Cc1ccc(C(=O)NC(=S)Nc2ccc(S(=O)(=O)N(C)c3ccccc3)cc2)cc1
→ i, i, 13, i, ·, i, ·, i, i, i, i
CC(C)CCOc1ccc(/C=N/N2C(=O)CSC2=S)cc1
→ i, i, 109, i, i, i, 1.8, i, i, i, i
COc1ccc(-c2c(NC(=O)c3ccco3)n(-c3ccccc3)nc(C)c2=O)cc1
→ i, i, 20, i, i, i, ·, i, i, i, i
CC(C)N1CCC(N2CCN(CC#Cc3ccccc3)CC2CCO)CC1 (stereo not given)
→ i, i, 15, i, i, i, 0.2, i, i, i, i
Cc1cccc(CC2CC(=O)N(c3ccccc3)C2=O)c1 (stereo not given)
→ i, i, 32, i, i, i, -0.9, i, i, i, i
c1ccc(-c2noc(-c3cccs3)n2)nc1
→ i, i, 18, i, i, i, -0.3, i, i, i, i
Cc1ccccc1CC(=O)Nc1ccc2c(C)cc(=O)oc2c1
→ i, i, 11, i, i, i, 1.4, i, i, i, i
O=C(O)CSC(NC(=O)c1cccnc1)(C(F)(F)F)C(F)(F)F
→ i, i, 17, i, i, i, -0.1, -5.6*, i, i, i
COc1cccc(NC(=O)c2cccs2)c1
→ i, i, 0, i, i, i, 2.9, i, i, i, i
COc1ccc(CC(=O)Nc2ccncc2Cl)cc1
→ i, i, 32, i, ·, i, 0.2, i, i, i, i
CCc1ncc(CN2CCC(C(=O)Nc3cccc(-c4cscn4)c3)CC2)cn1
→ i, i, 19, i, i, i, 0.2, i, i, i, i
Cc1cc(C)nc(/N=C(\N)Nc2ccc(S(=O)(=O)O)cc2)n1
→ ·, i, 28, i, i, ·, -0.3, ·, i, i, i

Results follow in this order: MrgX1 PAM, TRPC6 inhibitor, AI-2 QS mod, TRPC4 inh, PolyA inh, MrgX1 agonist, HIF act, MrgX1 antag, TRPC4 agonist, TRPC6 act, TRPC4 potent
Cc1ccc(OC(C)C(=O)Nc2ccncc2)cc1C (stereo not given)
→ i, i, 15, i, i, i, -1.5, i, i, i, i
CCOC(=O)Cc1csc(NC(=O)CC(C)(C)CC(=O)O)n1
→ i, i, 1, i, i, i, 0.0, i, i, i, i
Cc1ccc(NC(=O)NC(=O)c2cnccc2C(F)(F)F)c(C)c1
→ i, i, 4, i, i, i, -0.3, i, i, i, i
COc1cccc(CN(C)CC(=O)NC(=O)NCc2ccco2)c1
→ i, i, 21, i, i, i, -0.1, i, i, i, i
CNC(=S)N1CCN(c2nc3ccccc3s2)CC1
→ i, i, 6, i, i, i, 4.1, i, i, i, i
COC(=O)N/N=C/c1cc(C)n(-c2ccc(F)cc2)c1C
→ i, i, -1, i, i, i, -0.1, i, i, i, i
CCOC(=O)c1c(-c2ccc(C)s2)csc1N
→ 9.1*, i, 11, i, i, i, -0.1, i, i, i, i

Not all compounds are listed, so the mix of outcomes need not match the whole.
